Screening results (PubChem BioAssay)
TDP43 rescue – rescues yeast growth from TDP-43 toxicity; AID 652104; 1.8% of 410,000 active; Potency, µM (series often up to 46.1 µM), without a hit: at the top dose growth rescue (activation), actives largely listed as activators; TDP-43 expressing yeast growth rescue, BacTiter-Glo, 24 h; also: potency is read from the fitted curve at half-maximal effect; % of control where 0% means no effect; nearly all actives have a fitted effect of over 50% in size
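Readout is BacTiter-Glo luminescence of cell growth, so inhibitors register as activators. TDP-43-expressing yeast at OD600=0.02 in galactose medium, after raffinose pregrowth to mid-log, were incubated with compound for 24 hr at 30 deg C.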
GLP1R cytotox – cytotoxic in the GLP-1 receptor inverse agonist counter-screen; 0.13% of 410,000 active; HEK293 cAMP-luciferase reporter cells, luminescence, 24 h; AID 624418; Potency, µM (top dose mostly 38.3 µM), for the others: at the top dose activity change, negative = inhibition, most hits filed as inhibitors;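 also: loss of luciferase light is scored as toxicity; potency is read from the fitted curve at half-maximal effect; % is scaled to controls: 0 for no effect and ±100 for the full control effect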
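Quantitative HTS format, 1536 wells, 200 cells/uL seeded. Compounds: 23 nL, 24 h, 37 °C. Detection: luciferase reagent, luminescence at 12 min RT; decreased signal taken as cytotoxic.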
PTHR1 agonist – activates the human parathyroid hormone receptor PTHR1; AID 743266; Potency, µM (highest dose often 115 µM), without a hit: top-dose activation, hits mostly activators; Q03431; 0.075% of 410,000 active; HEK293 GP2 PTHR1 cells, GloSensor cAMP luminescence, 1 h; also: potency is read from the fitted curve at half-maximal effect; nearly all actives have a fitted effect of over 55% in size; some results filed as inactive show a strong effect at the top dose; inactives centre near -15; many of its hits are not listed in these tables
Target sequence (Q03431 whole entry, looked up): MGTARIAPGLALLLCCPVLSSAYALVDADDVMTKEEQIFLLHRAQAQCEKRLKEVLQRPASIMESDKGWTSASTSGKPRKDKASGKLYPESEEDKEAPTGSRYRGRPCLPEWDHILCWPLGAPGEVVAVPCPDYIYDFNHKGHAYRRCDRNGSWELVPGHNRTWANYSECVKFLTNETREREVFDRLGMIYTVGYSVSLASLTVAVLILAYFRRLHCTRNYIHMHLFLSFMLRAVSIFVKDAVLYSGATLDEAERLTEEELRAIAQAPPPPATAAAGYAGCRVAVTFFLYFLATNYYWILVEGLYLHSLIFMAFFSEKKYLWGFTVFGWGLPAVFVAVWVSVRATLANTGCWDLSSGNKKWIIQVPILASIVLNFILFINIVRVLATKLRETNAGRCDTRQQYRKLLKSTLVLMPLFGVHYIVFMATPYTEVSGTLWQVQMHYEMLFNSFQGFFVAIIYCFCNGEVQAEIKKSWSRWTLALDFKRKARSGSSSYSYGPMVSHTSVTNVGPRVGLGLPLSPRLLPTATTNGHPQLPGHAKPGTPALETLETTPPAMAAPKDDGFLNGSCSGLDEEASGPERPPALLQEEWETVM
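HEK-293-derived GP2 cells expressing PTHR1 and a GloSensor cAMP reporter, 3,000/well, plated overnight, given luciferin plus IBMX (each 0.5 mM as added) for 1 h at 37 °C, then compound for 1 h at 37 °C. Luminescence was read after 15 min at room temperature.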
aSyn rescue – inhibitors of alpha-synuclein toxicity in yeast; Yeast expressing alpha-synuclein, growth rescue, BacTiter-Glo, 24 h; Potency, µM (titrated, usually from 46.1 µM), without a hit: at the top dose growth rescue (activation), hits mostly activators; 0.14% of 370,000 active; AID 652106; also: potency is read from the fitted curve at half-maximal effect; % of control where 0% means no effect; nearly all actives have a fitted effect of over 65% in size
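Rescue of yeast growth: cells expressing toxic alpha-synuclein, induced in galactose at OD600 0.02, incubated with compound 24 h at 30 C. ATP luminescence quantified growth; inhibitors of toxicity appear as activators.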
KB-V1 cytotox – KB-V1 MDR subline cytotoxicity | Potency, µM (top dose mostly 46.1 µM), for inactives: at the highest dose activity change, negative = cytotoxicity, most hits filed as cytotoxic | 3.4% of 400,000 active | AID 1347076 | KB-V1 MDR cells viability, CellTiter-Glo, 72 h; also: potency is read from the fitted curve at half-maximal effect; % is scaled to controls: 0 for no effect and ±100 for the full control effect; nearly all actives have a fitted effect of over 60% in size
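KB-V1, DMEM (no phenol red) + 10% FBS; cpd pin-transferred, titration series; 72 h, 37 degrees C; CellTiter-Glo, luminescence. Data normalized, curve-fit.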
GLP1R ag – activates the human GLP-1 receptor; P43220; Potency, µM (titrated, usually from 45.6 µM), inactives show top-dose activation, usual class: activators; HEK293 GLP-1R CRE-luciferase, luminescence, 4-6 h; cells express a hypersensitive GLP-1R form; 0.007% of 380,000 active; also: potency is read from the fitted curve at half-maximal effect; % of control where 0% means no effect
Target sequence (P43220 whole entry, looked up): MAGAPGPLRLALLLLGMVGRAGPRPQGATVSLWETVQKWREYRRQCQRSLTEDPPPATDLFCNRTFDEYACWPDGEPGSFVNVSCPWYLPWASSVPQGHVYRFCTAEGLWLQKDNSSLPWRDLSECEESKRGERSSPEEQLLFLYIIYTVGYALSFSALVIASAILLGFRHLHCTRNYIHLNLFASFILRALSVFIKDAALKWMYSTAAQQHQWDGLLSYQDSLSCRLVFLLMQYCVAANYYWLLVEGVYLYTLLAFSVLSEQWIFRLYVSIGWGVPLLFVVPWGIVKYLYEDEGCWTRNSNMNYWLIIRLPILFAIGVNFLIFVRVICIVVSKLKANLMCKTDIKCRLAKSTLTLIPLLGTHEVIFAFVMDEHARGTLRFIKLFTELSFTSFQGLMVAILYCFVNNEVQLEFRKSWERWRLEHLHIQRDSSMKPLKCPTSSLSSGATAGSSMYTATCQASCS
GLP-1R inv ag – acts as inverse agonist at human GLP-1 receptor; HEK293 GLP-1R CRE-luciferase, luminescence, 24 h; GLP-1R form is constitutively active; Potency, µM (doses to about 38.3 µM), for the others: top-dose activity change, negative = inhibition, actives largely listed as inhibitors; 1.6% of 410,000 active; AID 624417; also: potency is read from the fitted curve at half-maximal effect; % is scaled to controls: 0 for no effect and ±100 for the full control effect; nearly all actives have a fitted effect of over 55% in size
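Assay principle: reduced luminescence from a cAMP-responsive reporter in HEK293 cells co-expressing a constitutively active GLP-1R. Conditions: 24 hr compound incubation, 37 deg C, 5% CO2.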
DRD3 antagonist – antagonists of human D3 dopamine receptor. P35462. D3R cells, DiscoveRx beta-arrestin luminescence, antagonist mode; hits give low values. max response, negative = inhibition, %. 2.5% of 360,000 active. AID 652054; in the data active = max response below about -50%; inconclusive = no clear call, values can overlap the other calls; also: % is scaled to controls: 0 for no effect and ±100 for the full control effect; mostly tested at two doses, the higher about 12 µM
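Cells expressing the human receptor were seeded at 1500 cells/well, incubated overnight at 37 degrees C in 5% CO2, then exposed to library compounds with dopamine controls for 90 minutes at 37 degrees C before luminescent detection.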
DRD3 agonist – agonists of human D3 dopamine receptor. P35462. D3R DiscoveRx beta-arrestin cells, luminescence, 90 min. max activation, %. 0.58% of 410,000 active. AID 652048; in the data active = max activation above about 30%; also: 0% is about no effect; mostly tested at two doses, the higher about 12 µM
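Agonist mode: compounds and dopamine controls were applied to plated cells for 90 min at 37 degrees C after an overnight attachment at 1500 cells/well. Luminescent read-out followed 30 - 60 minutes at room temperature with DiscoveRx detection reagent.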
* marks the source's active call; other numbers are inactive results; i = inactive; u = inconclusive; x = not tested or not shown; [ ] = dose if it differs, or a comment. Unless noted, calls follow the shape of the dose curve; as a rule, active = well fitted curve in the direction sought with a large enough effect; inconclusive = small, poorly fitted or top-dose-only effect, or another doubt; inactive = no such curve, though single readings can be large; an effect the other way counts as inactive or inconclusive. A portion of the library, so the mix of outcomes need not match the whole.

SMILES | TDP43 rescue | GLP1R cytotox | PTHR1 agonist | aSyn rescue | KB-V1 cytotox | GLP1R ag | GLP-1R inv ag | DRD3 antagonist | DRD3 agonist
COC(=O)c1cc(NC(=O)c2ccc3c(c2)N(Cc2cccc(Cl)c2)C(=O)c2ccccc2S3=O)cc(C(=O)OC)c1 (stereo not drawn) | 8% | -1% | i | x | 3% | x | 18% | x | 6
Cc1ccc2nc(NC(=O)CS(=O)(=O)Cc3ccccc3)sc2c1 | -23% | -2% | -17% | 2% | 0% | 6% | 31%[activator] | -8 | -8
CC(C)c1ccc(/C=C/C(=O)n2nnc3ccccc32)cc1 | u | -7% | -23% | 6% | 0% | -5% | 3% | u | -4
CC(=O)c1c(C)[nH]c(C(=O)OCC(=O)NCC(C)C)c1C | -15% | 2% | -16% | 0% | u | 1% | -12% | 10 | 3
COc1ccccc1CN(C)C(=O)CSc1nnc(C2CC2)n1C1CC1 | 14% | 3% | -39%[inhibitor] | 7% | 1% | 1% | 7% | 4 | 3
Cc1nonc1C(=O)N/N=C/c1cccc(O)c1 | 22% | -3% | -17% | -5% | 4% | -10% | 5% | -2 | 5
Cn1cc(/C=N\O)nc2c(=O)n(-c3ccccc3)c(=O)nc1-2 | 2% | 15% | i | -2% | 5% | -1% | 6% | -6 | -4
Cc1ccc2c(c1)N=C(c1ccc(F)cc1)CO2 | 6% | -7% | -12% | -13% | 16% | 3% | 20% | -24 | -2
COc1ccc(NC(=O)c2cccc3c2C(=O)N(C2CCCCC2)C3)cc1 | 23% | 1% | -2% | 1% | -1% | 7% | 39%[activator] | 4 | 3
Cc1ccc2nc(SCC(=O)Nc3cc(C)on3)[nH]c2c1 | -8% | -1% | i | -1% | 2% | -9% | 21% | -14 | -42
CCCS(=O)(=O)N1CCn2c(nc3ccccc32)C1 | 0% | 1% | i | 1% | 0% | -7% | 11% | 13 | 1
O=C(/C=C/Nc1ccc(F)cc1)c1ccc(Br)cc1 | 0% | 3% | -18% | -6% | 0% | 9% | 15% | 4 | 0
Cc1cc(SCc2c(F)cccc2Cl)nc(=O)[nH]1 | 20% | -7% | -1% | -4% | 14% | 1% | -17% | -10 | -3
COc1ccn(C2CCCCO2)c(=O)n1 (stereo not drawn) | -3% | 2% | i | 2% | 7% | 9% | 1% | 1 | -2
COc1ccccc1OCCCCn1c(-c2ccc(Cl)cc2)nc2ccccc2c1=O | 12% | 14% | 2% | x | 17% | x | 6% | x | -16
O=C(O)C1CCCCC1C(=O)Nc1cccc(Br)c1 (stereo not drawn) | 19% | 10% | i | 2% | -17% | 3% | 3% | u | 2
O=C1CCCc2c1nc(-c1cccc(Cl)c1)n2O | -20% | -1% | -29% | -4% | -9% | 5% | 0% | -8 | -1
CCN1CCN(CCC(=O)Nc2ccc(Br)c(C)c2)CC1 | -14% | -30% | -3% | 1% | 8% | -4% | u | 0 | -16
CCc1nnc(N/N=C/c2cccs2)n1N | 3% | -4% | i | -4% | -7% | -5% | 19% | -16 | 1
O=C(CN1C(=O)C2C3C=CC(C3)C2C1=O)NCCN1CCCc2ccccc21 (stereo not drawn) | -5% | 5% | -19% | -4% | 0% | 1% | -16% | -25 | -7
CC(C)CC(=O)N1CCC(O)(CS(=O)(=O)Cc2ccccc2Cl)CC1 | 7% | -17% | i | 7% | 4% | 0% | 8% | 6 | 2
O=C(CSc1ccc2c(c1)OCCO2)Nc1ccccc1 | 4% | 1% | -49% | -2% | u | -1% | 2% | -9 | -2
COCc1cc(C)nc2sc(C(=O)N3CCCC3)c(N)c12 | -3% | 29% | -18% | -3% | -6% | 35% | 0% | -2 | -12
Brc1nc(Br)n(Cc2ccccc2)n1 | -23%[1.82 µM] | 1% | i | -10% | u | 12% | 19% | 0 | -4
COc1cccc(NC(=O)COc2ncnc3sc(C)c(C)c23)c1 | -11% | 14% | i | 11% | 3% | 13% | 6% | -3 | 6

Reformatted with two lines to a compound: 11 of the compounds above.
Each structure is followed by: TDP43 rescue | GLP1R cytotox | PTHR1 agonist | aSyn rescue | KB-V1 cytotox | GLP1R ag | GLP-1R inv ag | DRD3 antagonist | DRD3 agonist
COc1ccccc1CN(C)C(=O)CSc1nnc(C2CC2)n1C1CC1
→ 14% | 3% | -39%[inhibitor] | 7% | 1% | 1% | 7% | 4 | 3
Cc1nonc1C(=O)N/N=C/c1cccc(O)c1
→ 22% | -3% | -17% | -5% | 4% | -10% | 5% | -2 | 5
Cn1cc(/C=N\O)nc2c(=O)n(-c3ccccc3)c(=O)nc1-2
→ 2% | 15% | i | -2% | 5% | -1% | 6% | -6 | -4
Cc1ccc2c(c1)N=C(c1ccc(F)cc1)CO2
→ 6% | -7% | -12% | -13% | 16% | 3% | 20% | -24 | -2
COc1ccc(NC(=O)c2cccc3c2C(=O)N(C2CCCCC2)C3)cc1
→ 23% | 1% | -2% | 1% | -1% | 7% | 39%[activator] | 4 | 3
Cc1ccc2nc(SCC(=O)Nc3cc(C)on3)[nH]c2c1
→ -8% | -1% | i | -1% | 2% | -9% | 21% | -14 | -42
CCCS(=O)(=O)N1CCn2c(nc3ccccc32)C1
→ 0% | 1% | i | 1% | 0% | -7% | 11% | 13 | 1
O=C(/C=C/Nc1ccc(F)cc1)c1ccc(Br)cc1
→ 0% | 3% | -18% | -6% | 0% | 9% | 15% | 4 | 0
Cc1cc(SCc2c(F)cccc2Cl)nc(=O)[nH]1
→ 20% | -7% | -1% | -4% | 14% | 1% | -17% | -10 | -3
COc1ccn(C2CCCCO2)c(=O)n1 (stereo not drawn)
→ -3% | 2% | i | 2% | 7% | 9% | 1% | 1 | -2
COc1ccccc1OCCCCn1c(-c2ccc(Cl)cc2)nc2ccccc2c1=O
→ 12% | 14% | 2% | x | 17% | x | 6% | x | -16

Continuation:
SMILES | TDP43 rescue | GLP1R cytotox | PTHR1 agonist | aSyn rescue | KB-V1 cytotox | GLP1R ag | GLP-1R inv ag | DRD3 antagonist | DRD3 agonist
OC(CN1CCCCC1)CN1CCCCC1 | -2% | -27% | -23% | 0% | 10% | -4% | 0% | 27 | 5
Cc1cccc(C(C)C)c1-n1nnnc1-c1ccccc1 | -3% | 29% | i | -2% | 2% | 4% | u | -8 | -7
Cc1cc(Nc2cc(Cl)ccc2C)n2nc(-c3ccccc3)nc2n1 | 15% | 24% | -9% | x | -1% | x | 3% | x | -6
COC(=O)c1ccc(S(=O)(=O)c2ccccc2)c(N)c1 | 2% | 16% | -18%[57.5 µM] | 8% | -18% | -6% | 9% | -23 | -10
O=c1[nH]c(NCCO)nc2ncn(Cc3ccccc3)c12 | -12% | 5% | i | -2% | 6% | -1% | 3% | 14 | -3
Cc1ccccc1NC(=O)CSc1cn[nH]n1 | -18% | 4% | i | 1% | 28% | 8% | 7% | 7 | 6
CC1CC(N(C(=O)c2ccco2)c2ccccc2)c2ccccc2N1 (stereo not drawn) | u | 5% | i | 7% | 0% | -2% | u | -58* | -18
Cc1ccc(-c2cc(C(F)(F)F)n3ncc(C(=O)N4CCCc5ccccc54)c3n2)cc1 | -5% | 2% | i | 0% | 7% | 0% | -7% | -18 | 1
CC(=O)Nc1cccn(Cc2c(Cl)cccc2Cl)c1=O | 27% | 16% | -20% | u | 2% | 9% | 42% | 7 | 9
CCOC(=O)Nc1ccc2c(c1)N(C(=O)CCN1CCN(CCO)CC1)c1ccccc1CC2 | -7% | -6% | 9%[57.5 µM] | -8% | 4% | 0% | 4% | -17 | 1
O=C(c1ccco1)N1CCN(c2c([N+](=O)[O-])nn(-c3ccc(Cl)cc3)[n+]2[O-])CC1 | -4% | 7% | i | 2% | 10% | 18% | -9% | 7 | 7
CCN(CC(=O)Nc1ccccc1C(F)(F)F)C(=O)c1ccc2c(c1)NC(=O)C(C)S2 (stereo not drawn) | 11% | -5% | -1% | 2% | 4% | -1% | -10% | 2 | -2
CC1CN(C(=S)Nc2ccc(Cl)cc2)CC(C)O1 (stereo not drawn) | 1% | 0% | -23% | 3% | 0% | -4% | 19% | 1 | 1
NNC(=O)C1=NOC2COC3(CCN(c4ncccn4)CC3)OCC12 (stereo not drawn) | -26% | 10% | i | -5% | -5% | 2% | 7% | -23 | 1
Cc1cc[n+]2cc(-c3cccc([N+](=O)[O-])c3)c(-c3cccc([N+](=O)[O-])c3)cc2c1 | -18% | 19% | i | 0% | -12% | -10% | -2% | 15 | 1
COc1ccccc1CNC(=O)COC(=O)CNS(=O)(=O)c1ccc(NC(C)=O)cc1 | 14% | -13% | i | 0% | 10% | 9% | -5% | 6 | 1
CCC(C)NC(=O)c1ccc(NC(=O)CC2SC(N3CCCCC3)=NC2=O)cc1 (stereo not drawn) | 5% | 5% | i | -18% | -12% | -6% | 5% | -10 | -1
O=C(c1ccc(Cl)cc1)n1c(NCc2ccccc2)n[nH]c1=S | 8% | 7%[7.66 µM] | -39%[inhibitor] | 2% | -18% | -1% | 11%[7.66 µM] | 2 | 4
O=C(Oc1ccccc1-c1nnco1)c1ccc(Cl)cc1 | 21% | -20% | -13%[57.5 µM] | 17% | 28% | -18% | 4% | 6 | -1
c1ccc(CSc2nnc(-c3ccco3)n2Cc2ccco2)cc1 | u | 1% | -17%[57.5 µM] | 7% | 21µM* | 11% | u | 0 | 4
COc1ccc(CCNC(=O)c2cc3c(C)nccc3[nH]c2=O)cc1OC | -6% | -5% | -7% | 3% | -4% | 7% | 11% | 24 | 6
